G9a inh: qHTS Assay for Inhibitors of Histone Lysine Methyltransferase G9a; 350,000 tested, 8.8% active; Potency, µM (titrated, usually from 102 µM), for the others: top-dose activity, negative = inhibition, usual class: inhibitors; G9a H3K9 monomethylation, AlphaScreen, 2 h; note: % is set by controls: 0 for no effect and ±100 for the full control effect; nearly all actives have a fitted effect of over 75% in size
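G9a (20 nM) preincubated 15 min RT with compounds, then 500 nM biotinylated H3K9 peptide and 20 uM SAM added; 2 h RT reaction. Monomethyl-H3K9 product detected by AlphaScreen with anti-H3K9me1 antibody, streptavidin donor and anti-rabbit IgG acceptor beads.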
Apoferritin bind: qHTS Assay for Identification of Novel General Anesthetics | Ferritin light chain (Equus caballus), P02791 | apoferritin/1-aminoanthracene competitive binding, fluorescence | Potency, µM (doses to about 77.5 µM), for the others: at the highest dose activity change, negative = displacement, hits mostly inhibitors | 350,000 tested, 0.074% active | AID 485281, 2010; note: % is set by controls: 0 for no effect and ±100 for the full control effect; nearly all actives have a fitted effect of over 20% in size
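Concentration-response curves derived by four-parameter Hill fitting of normalized fluorescence, where compounds displaced 1-AMA from 10 uM horse apoferritin following a brief 10 min room-temperature incubation; propofol titration acted as positive control.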
BLM helicase inh: qHTS Assay for Inhibitors of Bloom's syndrome helicase (BLM) | RecQ-like DNA helicase BLM (Homo sapiens), P54132 | recombinant BLM DNA unwinding, fluorescence dequenching | Potency, µM (titrated, usually from 56.1 µM), for inactives: top-dose activity change, negative = inhibition, actives largely listed as inhibitors | 350,000 tested, 0.2% active;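 note: plate controls were vehicle for no effect and no enzyme for full effect; nearly all actives have a fitted effect of over 35% in size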
Target sequence (P54132 whole entry, looked up): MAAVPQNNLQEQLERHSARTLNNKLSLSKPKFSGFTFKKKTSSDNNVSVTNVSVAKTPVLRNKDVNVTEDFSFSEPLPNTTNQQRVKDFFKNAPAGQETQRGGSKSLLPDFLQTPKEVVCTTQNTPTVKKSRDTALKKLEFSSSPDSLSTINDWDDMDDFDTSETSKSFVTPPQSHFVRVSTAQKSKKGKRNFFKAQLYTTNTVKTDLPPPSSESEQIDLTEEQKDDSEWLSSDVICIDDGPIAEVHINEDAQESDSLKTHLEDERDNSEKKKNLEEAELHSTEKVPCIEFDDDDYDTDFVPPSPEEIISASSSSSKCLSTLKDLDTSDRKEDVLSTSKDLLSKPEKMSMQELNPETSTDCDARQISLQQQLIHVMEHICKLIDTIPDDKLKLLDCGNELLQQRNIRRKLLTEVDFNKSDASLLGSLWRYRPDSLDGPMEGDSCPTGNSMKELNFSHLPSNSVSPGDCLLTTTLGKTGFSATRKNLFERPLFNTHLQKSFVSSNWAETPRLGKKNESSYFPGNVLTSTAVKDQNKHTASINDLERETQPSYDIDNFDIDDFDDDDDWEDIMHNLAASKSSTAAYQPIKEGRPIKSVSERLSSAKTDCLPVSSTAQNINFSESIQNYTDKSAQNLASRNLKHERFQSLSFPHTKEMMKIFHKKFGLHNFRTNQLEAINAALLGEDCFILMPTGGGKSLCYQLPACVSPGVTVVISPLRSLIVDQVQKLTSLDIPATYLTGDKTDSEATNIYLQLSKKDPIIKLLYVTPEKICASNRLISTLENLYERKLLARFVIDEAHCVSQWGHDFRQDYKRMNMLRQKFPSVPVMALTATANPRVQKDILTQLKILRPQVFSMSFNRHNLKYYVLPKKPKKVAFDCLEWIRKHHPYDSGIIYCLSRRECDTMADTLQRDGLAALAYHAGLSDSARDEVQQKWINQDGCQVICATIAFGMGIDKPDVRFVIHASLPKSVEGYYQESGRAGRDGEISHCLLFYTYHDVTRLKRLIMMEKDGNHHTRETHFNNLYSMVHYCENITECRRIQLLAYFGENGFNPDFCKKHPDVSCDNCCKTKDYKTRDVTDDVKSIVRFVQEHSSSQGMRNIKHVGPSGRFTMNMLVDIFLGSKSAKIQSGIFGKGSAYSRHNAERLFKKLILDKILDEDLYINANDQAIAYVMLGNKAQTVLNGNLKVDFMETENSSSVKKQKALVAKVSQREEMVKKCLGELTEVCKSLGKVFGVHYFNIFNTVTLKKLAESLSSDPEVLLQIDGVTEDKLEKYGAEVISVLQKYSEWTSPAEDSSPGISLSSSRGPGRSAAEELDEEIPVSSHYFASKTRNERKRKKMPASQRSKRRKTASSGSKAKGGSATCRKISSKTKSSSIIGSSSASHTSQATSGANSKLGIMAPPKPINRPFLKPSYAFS
Pol beta inh: qHTS Assay for Inhibitors of DNA Polymerase Beta. AID 485314, 2010. Potency, µM (series often up to 114 µM), for inactives: at the top dose activity change, negative = inhibition, most hits filed as inhibitors. P06746. Pol beta primer extension/strand displacement, fluorescence kinetic. 340,000 tested, 1.3% active; note: % is set by controls: 0 for no effect and ±100 for the full control effect
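Pol beta (10 nM) and compounds were preincubated 15 min at room temperature, then 50 nM substrate (final) started primer extension/strand displacement. Reads were taken at 0 and 10 min; concentration-response data were fitted to a four-parameter Hill equation.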
Pol kappa inh: qHTS for Inhibitors of Polymerase Kappa. 400,000 tested, 0.53% active. purified Pol kappa, fluorescent DNA synthesis assay, 10 min. Potency, µM (doses to about 107 µM), for the others: at the top dose activity, negative = inhibition, hits mostly inhibitors; note: % is set by controls: 0 for no effect and ±100 for the full control effect
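10 nM Pol kappa was preincubated with compounds for 15 min at room temperature. Reaction started with 50 nM (final) substrate. Fluorescence read kinetically at 0 and 10 min.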
POLI inh: qHTS for Inhibitors of Polymerase Iota; DNA polymerase iota (Homo sapiens), Q9UNA4; Pol iota fluorescent replication assay, 10 min; Potency, µM (doses to about 115 µM), for the others: at the top dose activity, negative = inhibition, usual class: inhibitors; 390,000 tested, 1% active; AID 588590, 2011
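Pol iota at 10 nM preincubated 15 min with compounds at room temperature; reaction started with fluorescent substrate, 50 nM final. Fluorescence read kinetically at 0 and 10 min; buffer-only wells as negative control.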
BAZ2B block: qHTS Assay for Inhibitors of BAZ2B; Bromodomain adjacent to zinc finger domain protein 2B (Homo sapiens), Q9UIF8; AlphaScreen BAZ2B-H3K14Ac peptide displacement; Potency, µM (series often up to 114 µM), inactives show at the top dose activity change, negative = inhibition, usual class: inhibitors; 360,000 tested, 4.4% active; note: % is set by controls: 0 for no effect and ±100 for the full control effect; nearly all actives have a fitted effect of over 60% in size
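Complex of BAZ2B and biotin-H3K14Ac (50 nM apiece) forms over 30 min at RT, then faces library compounds up to 110 uM for another 30 min; AlphaScreen beads added, 20 min dark incubation, luminescence read.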
Pol eta inh: qHTS for Inhibitors of Polymerase Eta; AID 588591, 2011; Potency, µM (series often up to 114 µM), without a hit: at the highest dose activity change, negative = inhibition, actives largely listed as inhibitors; 390,000 tested, 1.2% active; DNA polymerase eta (Homo sapiens), Q9Y253; recombinant Pol eta, fluorescent DNA replication assay; note: % is set by controls: 0 for no effect and ±100 for the full control effect
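Fluorescent replication assay: 50 nM final substrate added after a 15 min room-temperature compound preincubation with 10 nM enzyme. Signal taken at 0 min and again at 10 min.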
APE1 inh: qHTS Assay for Inhibitors of the Human Apurinic/apyrimidinic Endonuclease 1 (APE1); 350,000 tested, 0.35% active; Potency, µM (series often up to 65.8 µM), for inactives: at the highest dose activity change, negative = inhibition, usual class: inhibitors; DNA repair nuclease/redox regulator APEX1 (Homo sapiens), P27695; recombinant APE1, TAMRA/BHQ-2 abasic DNA cleavage fluorescence;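 note: plate controls were vehicle for no effect and reference inhibitor for full effect; nearly all actives have a fitted effect of over 55% in size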
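Step 1: APE1 (0.75 nM) with compound, 15 min RT. Step 2: add 50 nM fluorophore/quencher THF duplex. Step 3: three fluorescence reads 60 s apart (525/598 nm); read 3 minus read 1 = reaction progress.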
Numbers without * were called inactive; u = inconclusive; x = not tested or not shown; [ ] = dose if it differs, or a comment. Calls come from the whole dose curve; as a rule, active = well fitted curve in the direction sought with a large enough effect; inconclusive = small, poorly fitted or top-dose-only effect, or another doubt; inactive = no such curve, though single readings can be large; an effect the other way counts as inactive or inconclusive. Potency is the fitted concentration of half-maximal effect. Some of the compounds tested; the hit share may differ from the screen's.

#	mol	G9a inh	Apoferritin bind	BLM helicase inh	Pol beta inh	Pol kappa inh
1	CCN1CCN(c2ccc(S(=O)(=O)N3CCCCC3)cc2NC(=O)/C=C/c2ccc([N+](=O)[O-])cc2)CC1	18µM*	x	x	x	-7%
2	Fc1ccc(Nc2nc(N3CCOCC3)c3ccccc3n2)cc1	-10%	-15%	-3%	22%	1%
3	COc1ccc(NC(=O)c2cc3ccccc3o2)c(OC)c1	-6%[59 µM]	125%[activator]	-1%	1%	-2%[60.1 µM]
4	Cc1ccc(C(=O)OCC(=O)c2ccc(CC(=O)N3CCOCC3)s2)c(C)c1	45µM*	x	x	x	18µM*
5	CCOC(=O)C1CCN(S(=O)(=O)c2ccc3c(c2)CC(=O)N3)CC1	x	-16%	-1%	7%	-12%
6	COc1ccccc1NC(=O)CSC1CC(=O)N(c2ccc3c(c2)OCO3)C1=O (stereo unspecified)	u	-12%	1%	5%	2%
7	FC(F)(F)c1ccnc(Oc2ccc(C3=NCCS3)cc2)c1	7%	-9%	-4%	45%	4%
8	CCC(CC)C(=O)NCCc1ccc(F)cc1	1%[59 µM]	0%	-1%	14%	8%
9	COc1ccc2c(c1)CCCC21NC(=O)N(CC(=O)N2CC(C)OC(C)C2)C1=O (stereo unspecified)	x	x	x	x	0%
10	Cc1ccc(S(=O)(=O)c2ccc(Cl)cc2)cc1S(=O)(=O)N1CCN(C)CC1	u	1%	-1%	-1%	-3%

#	POLI inh	BAZ2B block	Pol eta inh	APE1 inh
1	-6%	u	0%	8%
2	-4%	2%	-5%	-9%
3	-13%	8%	-4%	x
4	13µM*	50µM*	16µM*	u
5	32%[activator]	4%	-18%	0%
6	10%	5%	-5%	1%
7	20%	4%	-4%	-1%
8	-6%	u	-12%	9%
9	1%	x	-4%	34%
10	20%	-22%	-6%	1%

#	mol	G9a inh	Apoferritin bind	BLM helicase inh	Pol beta inh	Pol kappa inh
11	CCC(C)(C)n1nnnc1C(C(C)C)N1CCN(C)CC1 (stereo unspecified)	u	-7%	-2%	u	-3%[60.1 µM]
12	O=C(NCCCCO)c1ccc2c3c(cccc13)CC2	x	-8%	-1%	34%	-1%
13	O=C(CCn1ccnc1)Nc1ccc2ccccc2c1	-20%	-8%	2%	5%	-8%
14	C=CCNC(=S)NNc1nc(N2CCCC2)nc(N2CCCC2)n1	u	-12%	1%	-11%	-4%
15	Cc1ccc(NC(=O)CCC(=O)OCC(=O)c2ccc(Oc3ccc([N+](=O)[O-])cc3)cc2)cc1	-4%[59 µM]	0%	-2%	7%	-5%
16	CC(=O)Nc1sc(N/N=C\c2ccco2)nc1-c1cccs1	5.6µM*	-20%	-5%	-8%	-19%
17	O=[N+]([O-])c1ccc(/C=N/NS(=O)(=O)c2ccc(Cl)cc2)o1	3.5µM*	-11%	4%	0%	-13%
18	CN(C)CCn1c2c(c(SCC(=O)Nc3nccs3)nc1=O)CCCC2	-30%	x	x	x	0%
19	CSc1nn(Cc2ccc(C)cc2)c(N)c1S(=O)(=O)c1ccccc1	8%[59 µM]	-18%	-8%	-29%	-19%
20	Cc1ccc(COc2ccc(/C=N/O)cc2)cc1	17%[59 µM]	-12%	-6%	35%	-7%

#	POLI inh	BAZ2B block	Pol eta inh	APE1 inh
11	u	-2%	5%	-2%
12	70%[activator]	2%	-10%	-2%
13	30%[activator]	-27%	-4%	-1%
14	u	-32%	-16%	31%
15	15%	0%	-1%	0%
16	14%	u	1%	2%
17	-15%	-38%	-2%	0%
18	1%	6%	-12%	10%
19	u	-7%	-15%	x
20	-3%	11%	-23%	-8%

#	mol	G9a inh	Apoferritin bind	BLM helicase inh	Pol beta inh	Pol kappa inh
21	O=C(Cc1ccc([N+](=O)[O-])cc1)Nc1cccc(C(F)(F)F)c1	-9%	-5%	-2%	-24%	-4%
22	CN1C(=O)N(CC(=O)NCc2ccc(Cl)cc2Cl)C(=O)C12CCCCC2	-1%[12.7 µM]	x	x	x	-4%
23	CCNc1ncc2nc(-c3cccs3)c(=O)n(-c3ccccc3)c2n1	16%[0.501 µM]	x	-1%	x	-1%[60.1 µM]
24	CC(=O)Nc1ccc(S(=O)(=O)N2CCC(C(=O)NCc3cccnc3)CC2)cc1	-7%	-3%	-1%	-12%	-9%
25	C=CCC1(CC=C)CCCN1C(=O)c1cc(COc2cccc(C(F)(F)F)c2)on1	164%[activator]	20%	-11%	-1%	-9%
26	O=C(N/C(=C\c1cccnc1)C(=O)N1CCOCC1)c1ccco1	30%	0%	0%	-1%	-20%
27	O=C(O)/C(=C\C(=O)c1ccccc1)Nc1ccccc1	20µM*	-11%	-4%	0%	x
28	CCN=C1S/C(=C\c2cc(Br)ccc2OCC(=O)OCC)C(=O)N1CC	u	-1%	-14%	-1%	-14%
29	C/C=C(\C)C(=O)N1CC2(CC(c3cccc(NC(=O)CC(c4ccccc4)c4ccccc4)c3)=NO2)C[C@H]1C(N)=O (stereo partly specified)	14%[12.7 µM]	-10%	3%	u	x
30	CCOc1ncccc1C(=O)OCC(=O)Nc1ccc(Cl)cn1	x	x	x	x	0%

#	POLI inh	BAZ2B block	Pol eta inh	APE1 inh
21	-15%	4%	-6%	-6%
22	u	8%	-10%	8%
23	x	x	x	0%
24	31%[activator]	-3%	-14%	-2%
25	8%	41%[activator]	u	29%
26	64%[activator]	-6%	-5%	-3%
27	x	79µM*	x	-4%
28	0%	-11%	-13%	-1%
29	x	u	x	8%
30	17%	x	-17%	14%

#	mol	G9a inh	Apoferritin bind	BLM helicase inh	Pol beta inh	Pol kappa inh
31	Cc1cccc(NC(=O)CN2C(=O)S/C(=C\C(=O)Nc3ccc(Cl)cc3)C2=O)c1	7%[59 µM]	-2%	-2%	-15%	-20%
32	COc1ccc(C(CC(=O)O)NC(=O)Cc2ccccc2)cc1 (stereo unspecified)	22%[59 µM]	-4%	-3%	4%	3%
33	Cc1cc(C)c(-c2cc(NC(=O)COC(=O)c3ccc(C#N)cc3)n(-c3ccccc3)n2)cc1C	32µM*	2%	-7%	19%	-10%
34	CC(C)(C)C(=O)Cn1ncc(N2CCOCC2)c(Cl)c1=O	3%	11%	-2%	4%	0%
35	C=C(C)Cn1c(NCCC)nc2c1c(=O)n(C)c(=O)n2C	x	-6%	-1%	74%	-3%
36	CC(C)C(=O)N1CCN(c2ccccc2NC(=O)c2cccc(Cl)c2)CC1	-1%[2.33 µM]	-17%	-3%	25%	-10%
37	COc1ccc(C(=O)NC(C)CCc2ccccc2)cc1[N+](=O)[O-] (stereo unspecified)	-9%	-11%	-9%	1%	-3%
38	COC(=O)CSc1[nH]c2ccc(F)cc2c1[N+](=O)[O-]	u	47%[activator]	-1%	50%	13%
39	O=C(NCc1cccnc1)c1ccccc1NC(=O)c1c(F)cccc1F	43%	-3%	-1%	14%	3%
40	CN(C(=O)c1ccccc1OCc1ccc(Cl)cc1)c1ccccc1	30%	-18%	-11%	9%	2%
41	COc1ccc(OC)c(N(CC(=O)NC2CC3CCC2C3)S(=O)(=O)c2ccccc2)c1 (stereo unspecified)	-5%	-4%	-4%	-18%	-1%

#	POLI inh	BAZ2B block	Pol eta inh	APE1 inh
31	-13%	2%	-21%	2%
32	-5%	7%	8%	-4%
33	8%	-33%	-6%	u
34	1%	-2%	3%	-6%
35	-13%	0%	-2%	6%
36	0%	-39%	4%	-2%
37	107%[activator]	-25%	-21%	27%
38	u	0%	-17%	18%
39	33%[activator]	-7%	-7%	28%
40	45%[activator]	-32%	-13%	9%
41	14%	-30%	-26%	74%[activator]

From PubChem BioAssay
